Fluor 339 460 = intrinsic fluorescence of library compounds, ex339/em460 – biochemical, MLSMR library, data from DPM-DC assay, artefact control, profiling panel; compound autofluorescence, ex339/em460 nm, NADH buffer; active compounds read high; 1 = no-compound wells, NADH background; fluorescence fold increase at 10 µM; actives 5.5% (n = 65,000); AID 709;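 active = at 10 µM, mean starting fluorescence two-fold or more over control wells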;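 also: signal is the first read of a kinetic run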
S1P1 ag-PAM = agonists and agonism potentiators of human S1P1 receptor | actives 0.57% (n = 56,000) | P21453 | S1P1 CRE-bla cells, forskolin, beta-lactamase FRET, potentiator mode; S1P1 agonist co-added at EC20, 2 nM; 100% = saturating reference agonist, 0% = basal | activation, % at 9.5 µM;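 active = activation above a cutoff set at the mean activation of all tested compounds plus 3 SD, cut at about 54% in these data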;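 also: forskolin at 4 µM as EC80 and the EC20 agonist is SEW2871; 100% = SEW2871 at its EC100 plus forskolin at EC80; some compounds past the cut are filed as inactive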
Her2 expr inh = inhibitors of human Her2 kinase expression. P04626. SKBR-3 HER2 protein level, AlphaScreen, 18-24 h; active compounds read low. HER2 level % of control, % at 10 µM. actives 0.69% (n = 65,000). AID 645;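 active = HER2 level under 5% of the carrier-only control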;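 also: 100% = DMSO carrier and 0% = 500 nM PU-H71 HSP90 inhibitor; lower value means stronger loss of Her2 protein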
5-HT1A blocker = antagonists of human 5-HT1a serotonin receptor. P08908. CHO 5-HT1a Ga15 NFAT-bla reporter, antagonist mode. inhibition, % at 10 µM. AID 612. actives 0.68% (n = 62,000);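 active = inhibition above the mean of all tested compounds plus 3 SD, cut at about 43% in these data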;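 also: receptor stimulated by 5-CT agonist at 100 nM near EC80; beta-lactamase reporter measured by ratiometric fluorescence of a cleavable substrate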
Target sequence (P08908 whole entry, looked up): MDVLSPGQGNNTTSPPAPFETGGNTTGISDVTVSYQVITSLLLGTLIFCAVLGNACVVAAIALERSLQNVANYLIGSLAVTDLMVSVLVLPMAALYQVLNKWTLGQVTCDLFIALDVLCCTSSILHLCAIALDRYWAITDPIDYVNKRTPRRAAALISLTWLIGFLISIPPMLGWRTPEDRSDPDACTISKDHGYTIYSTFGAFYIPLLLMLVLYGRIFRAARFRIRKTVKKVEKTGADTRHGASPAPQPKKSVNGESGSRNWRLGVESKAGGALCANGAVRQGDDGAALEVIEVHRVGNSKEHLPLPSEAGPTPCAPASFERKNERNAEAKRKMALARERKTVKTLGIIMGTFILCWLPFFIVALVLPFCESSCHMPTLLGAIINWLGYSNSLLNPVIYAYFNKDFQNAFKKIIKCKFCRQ
S1P3 ag = S1P3 (human) receptor agonism; S1P3 NFAT-BLA reporter cells, FRET ratio; relative to 1 µM S1P, basal subtracted; activation, % at 4.5 µM; actives 0.1% (n = 60,000);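 active = activation above the screen-wide mean plus 3 SD, cut at about 4.5% in these data, passing the limit was not always enough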; also: some compounds called inactive have numbers as strong as hits
Target sequence (Q99500 whole entry, looked up): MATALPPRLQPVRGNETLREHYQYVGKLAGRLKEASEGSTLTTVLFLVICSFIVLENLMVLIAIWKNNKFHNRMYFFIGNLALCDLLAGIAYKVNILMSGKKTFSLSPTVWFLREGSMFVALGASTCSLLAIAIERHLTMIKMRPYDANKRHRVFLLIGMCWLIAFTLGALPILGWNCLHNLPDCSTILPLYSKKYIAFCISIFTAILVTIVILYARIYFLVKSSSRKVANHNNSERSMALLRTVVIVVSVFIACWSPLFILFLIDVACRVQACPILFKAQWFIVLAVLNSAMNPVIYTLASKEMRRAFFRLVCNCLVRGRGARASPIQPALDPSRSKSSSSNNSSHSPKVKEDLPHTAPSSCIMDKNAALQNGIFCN
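Assay system: CHO cells stably expressing human S1P3, Gα16 and NFAT-β-lactamase reporter. Timing: overnight plating, 4 h compound 37 °C, 2 h substrate RT. Signal: β-lactamase FRET emission ratio 460/535 nm. Measure: percent activation versus median 1 µM S1P response, basal-subtracted, per plate. Repeats: primary screen single test, confirmation screen in triplicate.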
HTR1E antagonist = 5-HT1E (human) receptor antagonism | actives 0.99% (n = 65,000) | inhibition, % at 6 µM | P28566 | CHO 5-HT1E Ga15 NFAT-bla reporter, FRET, antagonist | AID 571;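 active = inhibition above a set limit, the mean inhibition across every tested compound plus 3 SD, cut at about 29% in these data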;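 also: signal is the 460 over 535 nm emission ratio of beta-lactamase substrate; 0% = agonist plus DMSO wells and 100% = wells without agonist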
HTR1E agonist = agonists of human 5-HT1E serotonin receptor; P28566; CHO 5-HT1E Ga15 NFAT-bla reporter, FRET; 0% DMSO wells, 100% control agonist wells; activation, % at 6 µM; actives 0.69% (n = 65,000); AID 574;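 active = activation above a set limit, the screen-wide mean activation plus 3 SD, cut at about 8.5% in these data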;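 also: 100% = positive control agonist at 1 µM giving full maximal response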
MMP-13 inhibitor = MMP13 (human) collagenase inhibition; P45452; MMP-13 fTHP FRET cleavage, Mca fluorescence; inhibition, % at 4 µM; actives 0.07% (n = 65,000);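 active = inhibition above the mean of compound-free control plate wells plus 3 SD, cut at about 14% in these data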;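 also: 0% = DMSO wells and 100% = wells with reference MMP-13 inhibitor after basal subtraction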
A340 absorber = compound absorbs light at 340 nm. compound absorbance at 340 nm, fold over control. fold change at 10 µM. 65,000 tested, under 10 active. AID 708;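 active = at 10 µM dose, initial 340 nm absorbance at least 2 fold that of control wells; inactive = change under 2 fold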;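 also: initial absorbance extrapolated from kinetic A340 decline of NADH oxidation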
* hit, by the source's call; x = no result given; & = joins results of further samples; [ ] = remark or other dose. The list is partial; count on the stated rates, not on these rows.

SMILES	Fluor 339 460	S1P1 ag-PAM	Her2 expr inh	5-HT1A blocker	S1P3 ag	HTR1E antagonist	HTR1E agonist	MMP-13 inhibitor	A340 absorber
Cc1c2ccncc2c(C)c2c1[nH]c1ccccc12	2*	-34	96	x	3.8	-36	2.9	-216[fluorescence artefact?]	1
C=CCN1C(=O)C2(C(C(=O)OCC)=C(N)Oc3ccccc32)C2=C1CCCC2=O (centres undefined)	1.1	-4	128	-3	15	-9	0.4	6	1
Cn1c(O)c(C=NC2CC(C)(C)NC(C)(C)C2)c(=O)n(C)c1=O	1.1	-3	111	-3	-1.3	-9	0.4	1	1
Cc1nc2ccccc2c(=O)n1-n1cnnc1	1	-14	95	0	-0.4	-3	-0.7	0	1
Cc1ccc2c(c1)C1CN(C)CCC1N2C(=O)c1ccco1 (centres undefined)	1	x	160	2	x	6	-0.8	2	1.1
O=C1c2ccccc2C(=O)N1Cc1nc2ccccc2c(=O)n1-c1ccc(Br)cn1	1.1	14	82	-5	-0.1	0	-0.6	4	1
NC(=O)OCCSc1nnc(-c2cccc(C(N)=S)c2)o1	1	16	100	-1	-1.1	-1	0.7	4	0.99
CCCCn1c(O)c(C(CC)=NCc2ccc3c(c2)OCO3)c(=O)[nH]c1=O	1.1	11	101	1	-0.3	6	0.3	-4	1
CCC(=O)N1CCN(CCN=Cc2c(O)n(C)c(=O)n(C)c2=O)CC1	1.1	-24	86	-11	-1.2	3	-0.7	5	0.99
Cn1nc(-c2ccc(OCC(=O)N3CCN(Cc4ccccc4)CC3)cc2)c2ccccc2c1=O	1.1&1.1	32	107&106	-2	-1.4	-2	1.0	1	1&1

Single records, as listed above.
Entry for Cc1ccc2c(c1)C1CN(C)CCC1N2C(=O)c1ccco1 (centres undefined) → Fluor 339 460: 1; S1P1 ag-PAM: x; Her2 expr inh: 160; 5-HT1A blocker: 2; S1P3 ag: x; HTR1E antagonist: 6; HTR1E agonist: -0.8; MMP-13 inhibitor: 2; A340 absorber: 1.1
Entry for Cn1c(O)c(C=NC2CC(C)(C)NC(C)(C)C2)c(=O)n(C)c1=O → Fluor 339 460: 1.1; S1P1 ag-PAM: -3; Her2 expr inh: 111; 5-HT1A blocker: -3; S1P3 ag: -1.3; HTR1E antagonist: -9; HTR1E agonist: 0.4; MMP-13 inhibitor: 1; A340 absorber: 1

The list goes on.
SMILES	Fluor 339 460	S1P1 ag-PAM	Her2 expr inh	5-HT1A blocker	S1P3 ag	HTR1E antagonist	HTR1E agonist	MMP-13 inhibitor	A340 absorber
CN1C2CCC1CC(OC(=O)c1ccc(Cl)cc1)C2 (centres undefined)	1	-31	106	-10	-0.2	-5	-0.6	-9	1
O=C(NCC(c1cccnc1)N1CCN(c2ccccc2)CC1)Oc1ccccc1 (centres undefined)	1.1	-1	83	7	-0.6	-6	-0.5	5	1
CC(=NCCN1CCOCC1)c1c(O)n(-c2ccccc2C)c(=O)[nH]c1=O	1.2	-9	80	-8	0.1	2	0.8	-3	0.98
COCCCn1c(N)c(C(=O)OC(C)COC)c2nc3ccccc3nc21 (centres undefined)	3.9*	-13	55	2	0.1	5	0.7	-462[fluorescence artefact?]	1.1
CN(C)c1nc(-c2ccccc2)[n+](C)s1	1	-60	117	-3	-0.6	0	-0.3	2	0.98
OC1(c2ccc(F)cc2)CC2CCC(C1)N2Cc1nnnn1C1CCCC1 (centres undefined)	1.1	12	90	18	0.2	10	-1.3	-5	1
CCCCCCn1c(O)c(C=NCCN2CCCCC2)c(=O)[nH]c1=O	1.1	6	73	x	-5.5	2	-0.4	4	1
Cc1ccnc(-n2c(-c3ccco3)nc3ccccc3c2=O)c1	0.98	13	111	-1	-0.6	2	-0.5	-1	1
CCC(=NCCO)c1c(O)n(C2CCCCC2)c(=O)[nH]c1=O	1.1	-3	87	1	-1.2	7	0.7	1	1
C=CCn1c(O)c(C(C)=Nc2cc(OC)ccc2OC)c(=O)[nH]c1=O	1.1	-22	84	-9	0.7	0	0.4	3	1.1
CC12CCCCC1=NC(c1ccc(Br)cc1)N2O (centres undefined)	1.1	1	82	4	-1.2	6	-1.4	2	1
CCCCn1c(=O)c(C(=O)Nc2cnccn2)c(O)c2ccccc21	1.1	-26	61	-5	-0.2	-1	-1.8	-8	1
C=CCOC(=O)C1=C(C)OC(N)=C(C#N)[C@@]12C(=O)N(CC(N)=O)c1ccccc12	1.1	3	106	x	-1.8	-1	-0.2	1	1
COc1cc(CN2CC3CC(C2)c2cccc(=O)n2C3)cc(OC)c1OC (centres undefined)	1.1	-17	117	-10	-0.8	-12	0.6	2	1
N#Cc1c(/N=C/c2c(O)n(Cc3ccco3)c(=O)[nH]c2=O)sc2c1CCCC2	1.1	6	107	-8	-0.2	-10	-0.7	2	1
C=CCn1c(O)c(C=Nc2ccc(N(CC)CC)cc2)c(=O)[nH]c1=O	1.1	23	85	x	-4.0	0	2.4	12	1.1
N[C@@H](Cc1c[nH]c2ccccc12)c1nnc(SCc2ccccc2)o1	1.2	9	90	-13	-0.2	-5	-0.6	2	1
[N-]=[N+]=CC(=O)OC[C@H](N)C(=O)O	1	-1	100	x	-3.3	-13	0.7	-13	0.99
O=C(NC1(C(F)(F)F)Oc2ccccc2O1)N1CCC2(CC1)OCCO2	1.1	x	107	17	x	-1	-0.7	2	1
COc1ccc2c(c1)CC1(CN2C)C(=O)NC(=O)N(c2ccc(C)cc2)C1=O (centres undefined)	1.1	-22	89	0	-1.0	1	-0.6	0	1.1
Cc1cccc(-n2c(O)c(C=NCc3cccnc3)c(=O)[nH]c2=O)c1C	1.1	-12	116	-6	0.9	6	1.0	-8	0.99
Cc1ccccc1-n1c(O)c(C=Nc2ccc(N(C)C)cc2)c(=O)[nH]c1=O	1	-31	85	-12	-0.6	-5	1.0	3	1.2
COc1ccccc1CN1CCN(C(=O)COc2ccccc2)CC1	1.1	-31	108	2	-1.2	-9	-1.3	-3	1.1
CNP1(NC)=Nc2nn(-c3ccccc3)c(N)c2C(c2ccccc2)=N1	1.1	10	137	6	0.0	-3	0.1	-1	1
C=CCOC(=O)C1=C(C)OC(N)=C(C#N)C12C(=O)N(CN1CCOCC1)c1ccccc12 (centres undefined)	1.1	12	147	x	-2.7	10	-0.4	-1	1
Cn1cccc1CN1CCN(C(=O)COc2ccccc2)CC1	1.1	-19	105	-1	-0.3	-5	0.0	-5	1.1
Cc1nnc2n1-c1ccc(Br)cc1C(c1ccccc1Cl)=NC2	1.1	-16	95	11	-1.8	2	0.5	3	1
CC1(C)C2CC=C(CN3CCC(O)CC3)C1C2 (centres undefined)	1.1	x	120	-2	-0.6	2	-0.1	6	1.1
CCCCn1c(O)c(C(C)=Nc2ccc(OCC)cc2)c(=O)[nH]c1=O	1.1	12	118	-22	-0.8	-4	-0.3	1	1.1
Cc1cccc(-n2c(C)nc3cc(C(=O)N4CCC5(CC4)OCCO5)ccc32)c1	1.1	x	55	12	x	7	-0.9	6	0.99
COc1cc(Br)cc(CN2CCN(C)CC2)c1O	1.1	-24	82	12	-0.6	4	5.1	0	1
CC12CN3CC(C)(CN(C1)C3c1cccs1)C2O (centres undefined)	1.1	-29	121	6	-1.3	7	-0.3	0	1
CCOC(=O)c1c(N)n(Cc2ccc(OC)cc2)c2nc3ccccc3nc12	3.9*	-21	95	-10	0.3	15	2.8	-295[fluorescence artefact?]	1
C=CCN1C(=O)CSc2ccc(C(=O)N3CCC4(CC3)OCCO4)cc21	1.1	-1	100	-9	0.6	3	-0.3	0	0.98
O=C1C2CCN(CC2)C1Cc1ccc(OCCOc2ccccc2)cc1 (centres undefined)	1.1	-24	106	-9	-0.8	3	0.0	0	1
COc1ccc(CC[n+]2cc(/N=C(\C)[O-])on2)cc1OC	1.5	-26	94	6	-0.9	5	-0.2	0	1
O=c1[nH]c(=O)n(-c2cccc3ccccc23)c(O)c1C=NCCCn1ccnc1	1	6	165	x	-5.0	-14	-1.1	9	1
COC(=O)C(O)(c1c(C)[nH]n(-c2ccccc2)c1=O)C(F)(F)F (centres undefined)	1.1	-28	97	8	-0.1	-2	0.6	-4	1
CCOc1cc(C(=O)N2CCC3(CC2)OCCO3)cc(OCC)c1OCC	1.1	-3	92	3	-0.1	-7	1.3	0	1
CN1CC=C2C(C#N)=C(N)C(C#N)(C#N)C(c3ccncc3)C2C1 (centres undefined)	2*	-21	117	x	1.1	6	2.1	-30	1.1
CCN(CC)C(=O)c1ccc(NC(=O)c2cc(-n3cnnc3)ccc2Cl)cc1	1.1	-11	93	14	-0.8	2	-0.5	2	1.1
Cc1ccc2cccc(OC(=O)N(C)c3ccccc3)c2n1	1.1	-21	99	6	-0.5	-9	-1.1	3	1
O=C1NC(=O)C(Cc2cccs2)C(=O)N1	1.1	-8	202	11	-0.2	-4	-0.5	5	1

Among those listed so far, nine contain a halogen:
SMILES	Fluor 339 460	S1P1 ag-PAM	Her2 expr inh	5-HT1A blocker	S1P3 ag	HTR1E antagonist	HTR1E agonist	MMP-13 inhibitor	A340 absorber
O=C1c2ccccc2C(=O)N1Cc1nc2ccccc2c(=O)n1-c1ccc(Br)cn1	1.1	14	82	-5	-0.1	0	-0.6	4	1
CN1C2CCC1CC(OC(=O)c1ccc(Cl)cc1)C2 (centres undefined)	1	-31	106	-10	-0.2	-5	-0.6	-9	1
OC1(c2ccc(F)cc2)CC2CCC(C1)N2Cc1nnnn1C1CCCC1 (centres undefined)	1.1	12	90	18	0.2	10	-1.3	-5	1
CC12CCCCC1=NC(c1ccc(Br)cc1)N2O (centres undefined)	1.1	1	82	4	-1.2	6	-1.4	2	1
O=C(NC1(C(F)(F)F)Oc2ccccc2O1)N1CCC2(CC1)OCCO2	1.1	x	107	17	x	-1	-0.7	2	1
Cc1nnc2n1-c1ccc(Br)cc1C(c1ccccc1Cl)=NC2	1.1	-16	95	11	-1.8	2	0.5	3	1
COc1cc(Br)cc(CN2CCN(C)CC2)c1O	1.1	-24	82	12	-0.6	4	5.1	0	1
COC(=O)C(O)(c1c(C)[nH]n(-c2ccccc2)c1=O)C(F)(F)F (centres undefined)	1.1	-28	97	8	-0.1	-2	0.6	-4	1
CCN(CC)C(=O)c1ccc(NC(=O)c2cc(-n3cnnc3)ccc2Cl)cc1	1.1	-11	93	14	-0.8	2	-0.5	2	1.1

Screens from PubChem BioAssay.
